# Compound activity deposited in PubChem BioAssay by The Scripps Research Institute Molecular Screening Center.
# TDP2 absorb = human TDP2 enzyme inhibitors, primary screen, biochemical, epi absorbance, recombinant enzyme; Tyrosyl-DNA phosphodiesterase 2 (Homo sapiens), O95551; T5PNP hydrolysis, p-nitrophenol absorbance 415 nm; inhibition, % at 12.8 µM; 370,000 tested, 0.34% active;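 active means inhibition above the mean of all tested compounds plus 3 SD, set per campaign, cut at about 25% in these data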;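 further: 0% = DMSO with enzyme and 100% = buffer with substrate but no TDP2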
#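 test system = human TDP2 enzyme | input = TDP2 enzyme at 120 nM final | medium = 50 mM Tris-HCl pH 7.5 with Mg2+, KCl, DTT, BSA | also added = T5PNP substrate, 5 mM | times = 2 h at 37 °C | technique = epi absorbance | benchmarks = high control without enzyme, low control DMSO plus TDP2 | replication = each compound tested once, singlicate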
# TCR-CD3 inh = inhibitors of human TCR-CD3 interaction, primary screen, biochemical, fluorescence, TAMRA-labeled TCR probe. T-cell receptor (TCR). inhibition, % at 9.4 µM. AID 651800, 2012. 360,000 tested, 0.37% active; in the data active means inhibition above about 19%;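 further: recombinant mutant TCR 2C K166C tagged with TAMRA read by polarization; 0% = receptor in buffer alone and 100% = receptor with positive control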
# UHRF1 MBD2 ctr = UHRF1 methylated DNA binding inhibitors, primary screen, counter-screen for MBD2 inhibitor project, biochemical, TR-FRET, human UHRF1, single concentration. UHRF1 binding to methylated oligo. inhibition, % at 4.4 µM. 370,000 tested, 0.75% active; in the data active means inhibition above about 21%;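 further: UHRF1 SRA domain binding a hemimethylated CpG hairpin DNA probe; 0% = median of test compound wells and 100% = reference inhibitor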
# Target sequence (Q96T88 whole entry, looked up, the tested form may be a part): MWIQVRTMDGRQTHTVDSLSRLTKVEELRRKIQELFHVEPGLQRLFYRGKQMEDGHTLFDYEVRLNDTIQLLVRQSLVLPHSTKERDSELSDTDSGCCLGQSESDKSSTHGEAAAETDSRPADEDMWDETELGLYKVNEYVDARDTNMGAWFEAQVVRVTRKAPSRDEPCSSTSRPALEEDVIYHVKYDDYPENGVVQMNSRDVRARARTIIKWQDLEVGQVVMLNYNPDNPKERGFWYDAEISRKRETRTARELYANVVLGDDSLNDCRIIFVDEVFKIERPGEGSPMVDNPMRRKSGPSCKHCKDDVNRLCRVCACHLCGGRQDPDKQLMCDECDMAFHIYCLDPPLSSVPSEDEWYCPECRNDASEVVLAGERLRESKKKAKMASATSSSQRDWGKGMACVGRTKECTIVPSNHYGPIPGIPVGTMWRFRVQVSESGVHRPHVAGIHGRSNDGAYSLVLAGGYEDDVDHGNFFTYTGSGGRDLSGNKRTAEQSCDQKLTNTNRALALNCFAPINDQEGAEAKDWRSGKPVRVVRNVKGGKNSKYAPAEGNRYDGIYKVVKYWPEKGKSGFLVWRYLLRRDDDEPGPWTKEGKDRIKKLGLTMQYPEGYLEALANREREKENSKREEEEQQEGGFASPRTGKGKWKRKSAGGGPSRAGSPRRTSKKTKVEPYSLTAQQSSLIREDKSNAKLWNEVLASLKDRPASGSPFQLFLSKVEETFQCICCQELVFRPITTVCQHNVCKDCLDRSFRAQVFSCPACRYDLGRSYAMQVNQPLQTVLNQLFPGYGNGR
# mABHD4 FP = ABHD4 inhibitors, primary screen, biochemical, fluorescence polarization, mouse. (Lyso)-N-acylphosphatidylethanolamine lipase (Mus musculus), Q8VD66. purified mABHD4, FP-Rh probe fluorescence polarization. inhibition, % at 8.92 µM. 370,000 tested, 0.54% active;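 active means inhibition exceeding the mean over every tested compound plus 3 SD, cut at about 30% in these data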;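 further: 0% = plate median of compound wells and 100% = S159A mutant with DMSO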
#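 Assay system: Wild-type mouse ABHD4 protein | Medium: HEPES pH 7.0 buffer, 150 mM NaCl, 0.01% Pluronic F-127 | Incubation: Enzyme–compound pre-incubation 45 min, then probe 60 min, both 25 °C | Technique: Fluorescence polarization with parallel and perpendicular emission, 525/598 nm | Evaluation: % inhibition of FP-Rh probe binding versus controls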
# HTRA1 inh = HTRA1 serine protease inhibitors, primary screen, biochemical, fluorescence polarization, HTS. inhibition, % at 5.96 µM. Q92743. recombinant HTRA1, FP-rhodamine activity-based probe. 340,000 tested, 0.5% active; in the data active means inhibition above about 36%;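 further: 0% = enzyme with DMSO and 100% = wells lacking enzyme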
# SIAE inh = human SIAE inhibitors, primary screen, biochemical, fluorescence polarization, FP-Rh probe, 1536-well HTS; inhibition, % at 9.66 µM; SIAE FP-Rh probe binding; AID 1053197, 2014; Sialate O-acetylesterase (Homo sapiens), Q9HAT2; 370,000 tested, 0.69% active;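 active means inhibition above a cutoff: mean of compounds within the control limits plus 3 SD of those, cut at about 17% in these data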;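 further: 0% = plate median of compound wells and 100% = probe without SIAE protein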
# PG9 binder = binders of HIV-1 gp120 antibody PG9, primary screen, biochemical, TR-FRET; HIV-1 gp120 / PG9 antibody interaction; TR-FRET gp120-PG9 antibody binding; inhibition, % at 6.7 µM; 360,000 tested, 0.43% active; in the data active means inhibition above about 8.5%
# DDE Tn7 FP inh = inhibitors of Tn7 peptide binding to fibrin DD(E), primary screen, biochemical, fluorescence polarization, human fibrin, Tn7 probe; Fibrinogen beta chain (Homo sapiens), P02675; FP displacement of FITC-Tn7 peptide from fibrin DD(E); 0% = median of compound wells per plate; inhibition, % at 8.3 µM; 370,000 tested, 0.13% active;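 active means inhibition above the mean of compounds falling within the control limits plus 3 SD of them, cut at about 14% in these data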;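 further: 0% = plate median of compound wells and 100% = 10 µM Aha-Tn7 peptide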
#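 system = human fibrin DD(E) protein | quantity = DD(E) 2 µM final | medium = Tris/NaCl/CaCl2 buffer, pH 7.8 | also added = labelled Tn7 tracer, 0.1 µM | compound dosing = single point at 8.3 µM | timing = compound with protein 10 min, then 3 h after probe, room temperature | signal = FP measurement | benchmarks = Aha-Tn7 high control | repeats = one replicate per compound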
# PRMT1 FP inh = PRMT1 methyltransferase inhibitors, primary screen, biochemical, fluorescence polarization | recombinant PRMT1, activity-based probe fluorescence polarization | inhibition, % at 2.79 µM | 370,000 tested, 1.3% active | AID 652257, 2013;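 active means inhibition above about 21% made by adding two undisclosed values, limit read from the data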
# LEDGF integ inh = blockers of LEDGF/p75-dependent integrase strand transfer – biochemical, TR-FRET, high throughput, primary screen; HIV-1 integrase (with human LEDGF/p75); TR-FRET IN-LEDGF/p75 DNA integration, Eu/Cy5; inhibition, % at 3.7 µM; 370,000 tested, 0.64% active;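 active means inhibition above the screen-wide mean plus 3 SD, cut at about 13% in these data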;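 further: signal is the Cy5 over europium emission ratio at 671 and 618 nm; 0% = plate median of compound wells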
# * hit, by the source's call; . = no result given.
compound	TDP2 absorb	TCR-CD3 inh	UHRF1 MBD2 ctr	mABHD4 FP	HTRA1 inh	SIAE inh	PG9 binder	DDE Tn7 FP inh	PRMT1 FP inh	LEDGF integ inh
O=C(O)/C=C/c1cnc2ccccc2c1	-14	-5	7	-7	0	-3	-1.4	0	-2	5
O=C1N/C(=N/O)S/C1=C\c1ccccc1-n1cccn1	-15	0	1	-9	3	-5	-3.2	0	-4	9
CCOc1ccc(S(=O)(=O)Nc2ccc(C(=O)NCC(c3ccccc3)N(C)C)cc2)cc1 (stereo not given)	7	2	-3	2	0	-2	0.3	0	-2	4
O=C(NCCCn1ccnc1)c1cc2c(s1)CCCCC2	-11	-5	1	-4	0	2	-1.7	4	2	4
COc1ccc(-n2c(Cc3cccn3C)nnc2SCC(=O)NCCc2ccccc2)cc1	0	2	0	2	-2	14	2.0	-5	2	4
COc1ccc(OC)c(C2c3c(oc4ccccc4c3=O)C(=O)N2CCCN(C)C)c1 (stereo not given)	-3	8	1	-1	0	0	0.2	3	-1	-4
Cc1ccc(NCC(=O)N/N=C/c2ccc(OC(=O)c3ccco3)cc2)cc1	-1	7	-7	-6	8	11	-2.7	-8	-1	-1
O=C(CCCc1ccccc1)NCCC1=CCCCC1	-21	4	5	-10	2	-6	-3.5	-5	-2	5
O=C(NC1CCCCN(Cc2cccc(Cl)c2)C1=O)c1cccc2nsnc12 (stereo not given)	-3	.	0	-4	.	3	.	-6	1	2
O=C(CN(Cc1ccc(F)cc1)C(=O)Cn1nnc2ccccc21)NCC1CCCO1 (stereo not given)	-3	-9	-2	2	-3	5	2.2	-4	-2	3
O=C(N[C@@H](Cc1ccccc1)C(=O)OCc1ccccc1)c1nc[nH]c1C(=O)NCc1ccccc1	1	1	-1	-62	-31	-49	0.6	5	1	0
CC(NC(=O)c1cccnc1)c1ccc2c(c1)OCO2 (stereo not given)	14	6	7	0	4	0	-1.8	7	-1	-2
Cc1sc(NC(=O)c2cccs2)c(C(N)=O)c1C	-9	-10	2	-4	-11	-2	-1.3	7	6	-4
O=C(Nc1cccc(Cl)c1)C1C2C=CC3(O2)C1C(=O)N(CCN1CCCCC1)C3C(=O)NC1CCCCC1 (stereo not given)	6	4	0	-9	-2	-6	-2.7	4	-1	3
O=C(CSc1ccccc1)NCCSCc1ccccc1	-3	5	-1	-3	-3	-6	-1.0	3	-2	0
CC1CCCCC1NC(=O)c1cccc(S(=O)(=O)N2CCN(Cc3ccccc3)CC2)c1 (stereo not given)	-4	1	-1	-5	-17	-2	-0.6	2	1	2
Cc1ccc(/C=C(\C#N)c2nn(-c3ccccc3)c(N)c2C#N)cc1	-25	4	-2	-16	-33	-11	-0.6	2	-1	-2
CCOc1cc(-c2sc(Nc3ccccc3)n[n+]2-c2ccc(F)cc2)ccc1OC	2	5	-4	-4	4	9	-1.3	6	-5	-1
COC(c1ccccc1)c1nnc(CCC(=O)NCc2cccc(-n3cccn3)c2)o1 (stereo not given)	-2	-9	0	-2	-3	-1	0.7	6	-5	2
O=S(=O)(Nc1ccccc1)c1cccc2nsnc12	0	1	1	-2	-7	-2	-1.3	-2	2	-1
O=C(NC1CCCC1)c1nc2c(nnn2Cc2cccc(Cl)c2)c(=O)[nH]1	1	6	-3	-3	-2	-3	-2.6	6	2	0
Cc1ccccc1N(CC(=O)NC1CCCCC1)C(=O)c1csnn1	-3	9	3	-1	-2	-2	0.9	6	-2	1
COc1ccc(-c2c(C(F)(F)F)[nH]n3c(=O)cc(-c4ccccc4)nc23)cc1	0	0	2	-20	8	5	2.2	-2	-8	7
NC(=O)CN1CCCN(S(=O)(=O)c2ccc(Br)cc2)CC1	-6	7	-3	-4	0	4	2.0	2	2	-4
COc1ccc(/C=C/C(=O)Nc2ccccc2C)cc1S(=O)(=O)N1CCOCC1	-6	4	-1	-9	-13	-11	-0.1	7	3	3
NC(=O)CSc1n[nH]c(=O)n1CCc1ccccc1	-2	0	0	4	5	3	0.3	-14	0	3
CCOc1cc(C)c(Cl)cc1S(=O)(=O)NCc1ccco1	-8	0	4	-7	-4	7	0.6	10	3	-2
C=CCNc1nc(Nc2ccc(OC)cc2OC)nc(OCC)n1	4	2	3	-3	5	-1	-0.4	-10	-4	-3
CN(C)c1nc(N(C)C)n(C(=O)c2ccc(F)cc2)n1	-7	6	1	-7	6	3	-2.7	-5	-3	1
Cc1ccccc1NC(=O)c1ccco1	10	-2	-1	1	10	-9	1.5	6	-1	-2
COc1ccc(C(=O)O)cc1S(=O)(=O)NCCc1ccccn1	6	10	6	-3	3	1	-1.6	0	-3	4
CCOc1cnn(-c2cc(Oc3ccc(C)cc3)ncn2)c(=O)c1Cl	11	0	2	1	-1	7	0.5	2	1	0
Cc1cc(C)c2cc(CN(CCO)Cc3nnnn3Cc3ccc(F)cc3)c(=O)[nH]c2c1	-2	1	-6	3	1	-1	0.3	-1	-1	0
COC(=O)c1sccc1N/N=C(\C)c1ccc(F)c(Cl)c1	18	-2	-2	5	6	-12	1.4	3	3	-2
COc1ccc(NC(=O)CCN=C2NS(=O)(=O)c3ccccc32)cc1S(=O)(=O)N(C)C	-9	1	5	-9	3	0	1.0	4	2	2
CCCCC(=O)N(C)c1c(CC)nc2c(OCc3ccc(C(F)(F)F)cc3)cccn12	-8	-5	-1	-5	.	-4	-0.6	-3	-2	2

# An excerpt from above in order of length of the SMILES, rising:
compound	TDP2 absorb	TCR-CD3 inh	UHRF1 MBD2 ctr	mABHD4 FP	HTRA1 inh	SIAE inh	PG9 binder	DDE Tn7 FP inh	PRMT1 FP inh	LEDGF integ inh
Cc1ccccc1NC(=O)c1ccco1	10	-2	-1	1	10	-9	1.5	6	-1	-2
NC(=O)CSc1n[nH]c(=O)n1CCc1ccccc1	-2	0	0	4	5	3	0.3	-14	0	3
C=CCNc1nc(Nc2ccc(OC)cc2OC)nc(OCC)n1	4	2	3	-3	5	-1	-0.4	-10	-4	-3
CCOc1cc(C)c(Cl)cc1S(=O)(=O)NCc1ccco1	-8	0	4	-7	-4	7	0.6	10	3	-2
COC(=O)c1sccc1N/N=C(\C)c1ccc(F)c(Cl)c1	18	-2	-2	5	6	-12	1.4	3	3	-2
NC(=O)CN1CCCN(S(=O)(=O)c2ccc(Br)cc2)CC1	-6	7	-3	-4	0	4	2.0	2	2	-4
CCOc1cnn(-c2cc(Oc3ccc(C)cc3)ncn2)c(=O)c1Cl	11	0	2	1	-1	7	0.5	2	1	0
COc1ccc(/C=C/C(=O)Nc2ccccc2C)cc1S(=O)(=O)N1CCOCC1	-6	4	-1	-9	-13	-11	-0.1	7	3	3
CCCCC(=O)N(C)c1c(CC)nc2c(OCc3ccc(C(F)(F)F)cc3)cccn12	-8	-5	-1	-5	.	-4	-0.6	-3	-2	2
COc1ccc(NC(=O)CCN=C2NS(=O)(=O)c3ccccc32)cc1S(=O)(=O)N(C)C	-9	1	5	-9	3	0	1.0	4	2	2

# Record cards, from the list above. Values in the order: TDP2 absorb	TCR-CD3 inh	UHRF1 MBD2 ctr	mABHD4 FP	HTRA1 inh	SIAE inh	PG9 binder	DDE Tn7 FP inh	PRMT1 FP inh	LEDGF integ inh
# `NC(=O)CSc1n[nH]c(=O)n1CCc1ccccc1` is listed with -2	0	0	4	5	3	0.3	-14	0	3
# `CCOc1cnn(-c2cc(Oc3ccc(C)cc3)ncn2)c(=O)c1Cl` is listed with 11	0	2	1	-1	7	0.5	2	1	0

# The listing continues:
compound	TDP2 absorb	TCR-CD3 inh	UHRF1 MBD2 ctr	mABHD4 FP	HTRA1 inh	SIAE inh	PG9 binder	DDE Tn7 FP inh	PRMT1 FP inh	LEDGF integ inh
COc1ccc(C)cc1NCc1ccc([N+](=O)[O-])cc1	-8	-1	0	0	-6	3	0.8	-10	-2	3
CC1=[N+](C)N(c2ccccc2)C(=O)C1N=Cc1c(Cl)cccc1Cl (stereo not given)	-6	3	2	0	8	-5	-0.5	4	-2	-2
O=S(=O)(Nc1ccc(OC(F)(F)F)cc1)c1cccc2nonc12	-14	-2	3	4	-3	-5	1.1	7	1	-2
CCCc1nnc(NC(=O)CCC(=O)N2CCN(S(=O)(=O)c3ccc(F)cc3)CC2)s1	-3	4	-1	3	1	-3	0.8	0	-1	0
Cc1ccc(N2CC(C(=O)NCc3cccs3)CC2=O)cc1 (stereo not given)	8	8	-1	3	-6	2	-1.5	-5	-4	1
Cc1ccc(NC(=O)CN2C(=O)COc3ccc(S(=O)(=O)N4CCCC4)cc32)c(C)c1	-16	1	-1	-7	-4	-10	-1.7	-3	0	1
Cc1cc(C)cc(NC(=O)C2CCN(c3cnccn3)CC2)c1	0	-5	0	-3	-1	-2	-1.4	-2	-10	4
CN(C(=O)COC(=O)CCC(=O)c1ccc(Cl)cc1)c1c(N)n(Cc2ccccc2)c(=O)[nH]c1=O	-2	-4	0	1	0	-1	-1.7	-2	3	1
Cc1ccccc1-c1cc(C(=O)NCc2cccs2)nn1CC1CC(c2cccc([N+](=O)[O-])c2)=NO1 (stereo not given)	5	0	0	-7	-29	-4	-0.1	5	4	1
Cc1cc(C#N)c(C)n1-c1cc(S(=O)(=O)N2CCOCC2)ccc1N1CCCC1	10	1	1	7	-13	6	-0.9	-2	21	-2
Cn1c(=O)c2c(ncn2CC(=O)OCC(=O)Nc2cccc(C#N)c2)n(C)c1=O	-6	-1	0	0	5	1	-0.8	-2	-2	7
Cc1ccc(S(=O)(=O)Nc2ccccc2-c2ccccc2)cc1	-1	1	-2	-9	-31	-3	0.6	-8	-1	0
CC(=O)c1cc(N2CCC(C(=O)O)CC2)ccc1[N+](=O)[O-]	-3	-4	-4	-4	.	-2	2.5	1	0	4
CCO[C@@H]1OC(C(=O)N2CCOCC2)=C[C@H](c2coc3ccccc3c2=O)[C@H]1CCCO	3	-5	-2	6	-3	9	0.1	2	-2	-3
